TbPYK inhibitor: T. brucei pyruvate kinase inhibition; Potency, µM (series often up to 76.8 µM), inactives show at the top dose activity, negative = inhibition, usual class: inhibitors; TbPYK enzyme, Kinase-Glo Plus ATP luminescence, 45 min; 410,000 tested, 0.12% active; AID 624173; also: potency is read from the fitted curve at half-maximal effect; % is scaled to controls: 0 for no effect and ±100 for the full control effect; nearly all actives have a fitted effect of over 50% in size
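Screened from lowest to highest concentration, compounds were pinned into TbPYK/substrate mixtures, and ADP (130 uM final) was added. Plates sat at room temperature for 45 min prior to Kinase-Glo Plus detection by luminescence.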
AmpC no deterg: blocks E. coli AmpC beta-lactamase in detergent-free assay; P00811; AmpC nitrocefin hydrolysis, absorbance 480 nm, 0.0001% Triton; Potency, µM (titrated, usually from 57.1 µM), for the others: at the highest dose activity change, negative = inhibition, most hits filed as inhibitors; 330,000 tested, 0.52% active;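 also: potency is read from the fitted curve at half-maximal effect; plate controls were no compound for no effect and no enzyme for full effect; nearly all actives have a fitted effect of over 20% in size; some results filed as inactive show a strong effect at the top dose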
Target sequence (P00811 whole entry, looked up): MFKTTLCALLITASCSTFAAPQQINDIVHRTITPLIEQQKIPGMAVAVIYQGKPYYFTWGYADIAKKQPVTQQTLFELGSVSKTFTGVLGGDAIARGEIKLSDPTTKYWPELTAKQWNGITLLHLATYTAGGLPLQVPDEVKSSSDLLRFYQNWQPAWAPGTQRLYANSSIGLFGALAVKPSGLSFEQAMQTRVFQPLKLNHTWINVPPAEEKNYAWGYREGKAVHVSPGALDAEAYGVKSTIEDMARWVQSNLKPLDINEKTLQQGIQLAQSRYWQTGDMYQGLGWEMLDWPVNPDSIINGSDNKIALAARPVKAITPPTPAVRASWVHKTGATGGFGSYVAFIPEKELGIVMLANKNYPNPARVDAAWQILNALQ
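AmpC (5.3 nM in the dispensed reagent) in 20 mM phosphate pH 7.0 with 0.01% (detergent screen) or 0.0001% Triton X-100 was preincubated with compounds for 15 min at room temperature. Nitrocefin was then added from an 800 uM solution, and hydrolysis was followed at 480 nm.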
CHX counter: affects cycloheximide protein synthesis inhibition readout, counter-screen; cell reporter, cycloheximide protein synthesis inhibition counterscreen; max response, %; 300,000 tested, 12% active; AID 2314; in the data active = max response mostly above about 13%, no sharp cut-off; inactive = mostly below about 14%; also: read at 38.3 µM for the half of the compounds with a filed dose; 0% is about no effect
Pf growth 48h: inhibits P. falciparum growth in the first generation, 48 h | P. falciparum luciferase growth in erythrocytes, 48 h | Potency, µM (top dose mostly 28.7 µM), for the others: at the highest dose activity change, negative = inhibition, usual class: inhibitors | 310,000 tested, 5.9% active | AID 504832; also: potency is read from the fitted curve at half-maximal effect; % is scaled to controls: 0 for no effect and ±100 for the full control effect
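Here the parasites carry a stable luciferase gene and grow inside erythrocytes in Albumax-based RPMI medium with compound for one erythrocytic cycle. Activity is scored as loss of luminescent signal.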
LmPK inhibitor: LmPK (Leishmania mexicana) enzyme inhibition | Q27686 | purified LmPK, Kinase-Glo ATP luminescence, 1 h | Potency, µM (titrated, usually from 57.5 µM), without a hit: top-dose activity change, negative = inhibition, most hits filed as inhibitors | 290,000 tested, 0.37% active | AID 1721; also: potency is read from the fitted curve at half-maximal effect; % is scaled to controls: 0 for no effect and ±100 for the full control effect
Target sequence (Q27686 whole entry, looked up): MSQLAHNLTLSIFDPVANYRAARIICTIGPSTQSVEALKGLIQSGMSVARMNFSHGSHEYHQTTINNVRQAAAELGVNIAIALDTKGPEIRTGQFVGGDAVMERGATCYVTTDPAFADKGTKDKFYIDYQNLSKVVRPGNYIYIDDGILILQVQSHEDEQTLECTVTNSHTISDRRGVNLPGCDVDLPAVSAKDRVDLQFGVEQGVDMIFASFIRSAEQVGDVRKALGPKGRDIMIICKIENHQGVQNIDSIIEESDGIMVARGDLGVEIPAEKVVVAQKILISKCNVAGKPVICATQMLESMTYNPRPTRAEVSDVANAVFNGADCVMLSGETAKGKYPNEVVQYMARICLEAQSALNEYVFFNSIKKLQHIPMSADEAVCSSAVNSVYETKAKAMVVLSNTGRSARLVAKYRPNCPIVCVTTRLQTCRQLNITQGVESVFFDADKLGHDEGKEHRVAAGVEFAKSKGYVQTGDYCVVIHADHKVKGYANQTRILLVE
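Pyruvate kinase activity monitored as ATP production (luciferase luminescence). Conditions: 0.1 nM enzyme, 0.5 mM PEP, 0.1 mM ADP, 1 h, RT; normalized against uninhibited and no-enzyme wells.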
Pf growth 96h: P. falciparum growth inhibition at 96 hour, primary screen for plastid delayed-death inhibitors | Potency, µM (titrated, usually from 28.7 µM), without a hit: at the top dose activity change, negative = inhibition, usual class: inhibitors | P. falciparum luciferase reporter growth, 96 h | 320,000 tested, 6.9% active; also: potency is read from the fitted curve at half-maximal effect; % is scaled to controls: 0 for no effect and ±100 for the full control effect
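Readout is luminescence from an integrated firefly luciferase in P. falciparum. Red cells, 2% hematocrit and 0.05% parasitemia final, were cultured with compound through two parasite generations (96 hours) at 37 C, 5% CO2.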
Shiga inhibitor: inhibitors of Shiga toxin in Vero cells | Vero cells, Shiga toxin protein synthesis inhibition reporter | inhibition, % at 38.7 µM | 290,000 tested, 9.2% active | AID 2315; in the data active = inhibition mostly above about 28%, no sharp cut-off; inactive = mostly below about 43%; also: 0% is about no effect
An asterisk follows results filed as active; ? = inconclusive; · = no result given; + = active, no number; & = joins results of further samples; [ ] = another dose, or the depositor's remark. Unless noted, calls follow the shape of the dose curve; as a rule, active = well fitted curve in the direction sought with a large enough effect; inconclusive = small, poorly fitted or top-dose-only effect, or another doubt; inactive = no such curve, though single readings can be large; an effect the other way counts as inactive or inconclusive. Compounds were not picked by outcome. About 22% of those tested had a hit in this group.

SMILES	TbPYK inhibitor	AmpC no deterg	CHX counter	Pf growth 48h	LmPK inhibitor	Pf growth 96h	Shiga inhibitor
COc1ccc(CC(=O)NCc2nnc(SCc3ccc(C)cc3)n2C)cc1	-7%	-10%	-1	3%	-2%	-18%	-4
Cc1ccc(-n2nc3ccc(NC(=S)NC(=O)/C=C/c4ccco4)cc3n2)cc1	0%	-19%	12	64%[activator]	1%	1.9µM*	37*
CCN(CC)C(=O)Cn1c(=O)n(CC(=O)N2CCCCC2)c(=O)c2sccc21	-7%	-12%	-2	-8%	-1%	?	-9
COc1cc(/C=N/NC(=O)Cn2nc([N+](=O)[O-])cc2C)cc(Br)c1OCc1ccccc1	0%	-32%	-1	-5%	-3%	·	-6
Cc1onc(-c2ccccc2)c1C(=O)NC(=S)Nc1sc2c(c1C#N)CCC(C)C2 (stereo not given)	8%	-59%	1	13%	-9%	42%[activator]	-9
O=c1[nH]c2ccccc2n1CCCN1CCCCC1	6%	-16%	-2	-12%	-4%	?	-7
CCCN(CCC)CC(O)Cn1cc(/C=C/C(=O)c2ccccc2)c2ccccc21 (stereo not given)	2%	127%[activator]	-2	?	-6%[11.5 µM]	-15%	42
Cc1cccc(C)c1-n1c(C)nn(CC#N)c1=O	2%	-3%[2.29 µM]	-3	14%	0%	-34%[5.75 µM]	-7
COc1cc(OC)c(OC)cc1CNCCc1ccc(F)cc1	21%	9%	-2	-7%	-8%	?	-10
Cc1cccc(Oc2ccc3c(c2)cc(C(=O)O)n3C)c1	-1%	-14%	-3	-11%	-2%	-14%	-23
CCN(CC)C(=O)c1cc(Cl)ccn1	-14%	-3%	-4	45%[activator]	-4%	39%[activator]	-9
Cc1c(C(=O)Nc2ccc(Cl)cc2)c2ccccn2c1C(=O)c1ccc(F)cc1	-8%	-3%	-5	·	-8%	?	-8
CC(Cl)C(=O)Nc1cc(C(F)(F)F)ccc1N1CCOCC1 (stereo not given)	0%	-5%	-2	?	1%	?	19
COc1ccc(CC(C(=O)Nc2ccc(OC)cc2)c2nn[nH]n2)cc1 (stereo not given)	-3%	-4%	2	4%	0%	?	-9
COc1cc([N+](=O)[O-])ccc1NC(=O)Nc1cccnc1	-6%	-18%	-5	?	-7%	76%[activator]	-11
O=c1[nH]c(SCc2cccc(Cl)c2)nc2[nH]ncc12	-2%	-41%	20*	5%	8%	-4%	17
Cc1ccc(C(=O)OCC(=O)NC2CCCCCC2)c(C)c1	3%	-19%	·	30%[activator]	·	84%[activator]	·
CC(C)(C)c1ccc(CN(Cc2ccco2)Cc2nnnn2C2CCCC2)cc1	7%	22%	1	9.3µM*	-5%	5.2µM*	68
Cc1ccc(NC(=O)ON=C2CCCC2)cc1	1%	-15%	55*	4.7µM*	-2%	20%	+
CCn1c(CC(=O)Nc2ccc(C)cc2)nnc1SCC(=O)NCCc1ccccc1	-5%	50%	-1	?	6%	-10%	-9
CC(C)C(=O)N1CCN(CCN=Cc2c(O)n(C)c(=O)n(C)c2=O)CC1	-2%	-7%	-4	?	-5%	13µM*	43
NC1=NC(=O)S/C1=C\c1ccc(O)cc1	-2%	-52%	-1	31%[activator]	0%	-5%	19
Cc1oc(-c2ccc3c(c2)OCCO3)cc1C(=O)NC(Cc1ccccc1)C(=O)O (stereo not given)	-18%	-5%	2	-18%	8%	22%	41
O=C(COC(=O)CCC(=O)Nc1nccs1)NCc1ccco1	-5%	-13%	1	20%	-3%	?	-6
COc1ccc(F)c(C2C(C#N)=C(N)Oc3n[nH]c(C(C)(C)C)c32)c1 (stereo not given)	6%	-14%	-1	?	5%	?	-6

Copied from the list:
`Cc1ccc(NC(=O)ON=C2CCCC2)cc1` in TbPYK inhibitor reads 1%
`Cc1c(C(=O)Nc2ccc(Cl)cc2)c2ccccn2c1C(=O)c1ccc(F)cc1` in AmpC no deterg reads -3%

Next part.
SMILES	TbPYK inhibitor	AmpC no deterg	CHX counter	Pf growth 48h	LmPK inhibitor	Pf growth 96h	Shiga inhibitor
COc1ccc(-n2c(=O)c3ccccc3n(CC(=O)Nc3ccccc3OC)c2=O)cc1	2%&-1%	-3%	-3	?	-2%	0%	-13
O=C(OCC(=O)N1CCCCCC1)c1cccs1	-7%	0%	38*	6%	-13%	20%	84*
COC(=O)N/N=C1\CCCc2c(C)cc(C)cc21	2%	-8%	-1	-9%	8%	30%	-6
CCSc1nc2sc3c(c2c(=O)n1-c1ccccc1)CCN(C(C)C)C3	-3%	7%	-3	1.5µM*	5%	0.83µM*	-2
Cc1onc(-c2c(F)cccc2Cl)c1C(=O)OCC(=O)NC(=O)NCC(C)C	4%	-1%	-1	?	1%	?	-16
CN1C(=O)C(=C2CCCCCC2)SC1=S	1%	-28%	2	-27%	-4%	5%	7
COCCn1c(Cc2cccn2C)nnc1SCC(=O)Nc1nccs1	-7%	-4%	-2	-4%	-6%	?	2
Cc1[nH]c(=O)[nH]c(=O)c1/C=N/NC(=O)[C@H](CC(C)C)NC(=O)OC(C)(C)C	0%	-8%	-4	-13%	4%	-29%	-5
CC1(C)Oc2ccc3ccc(=O)oc3c2CC1O (stereo not given)	0%	-14%	-3	12%	0%	?	·
COc1ccc(C2CC(c3cccs3)=NN2C(=O)CSc2nncn2C)cc1OC (stereo not given)	-2%	44%	-2	1%	2%	8%	-5
CCOc1ccc(NC(=O)CN(C)S(=O)(=O)c2ccc3c(c2)CCC(=O)N3)cc1	-6%	-3%	-4	?	-2%	?	0
O=C(Nc1ccccn1)c1ccc2nc(-c3ccccc3)c(-c3ccccc3)nc2c1	·	-12%	10	2%	-10%	9%	29
CC(Oc1ccc(Cl)cc1Cl)c1nc(-c2ccc(NC(=O)c3ccco3)cc2)no1 (stereo not given)	-14%	-9%	71*	·	0%	0.93µM*	113*
O=C(CSc1ncnc2ccccc12)Nc1cccc(S(=O)(=O)N2CCCC2)c1	-3%	-33%	10	0%	1%	?	-11
CCCn1c(C(O)c2ccc3c(c2)OCO3)nc2ccccc21 (stereo not given)	1%	17%	-1	?	2%	?	-5
Cc1ccc(C)c(C(=O)C(C)OC(=O)c2cccn2C)c1 (stereo not given)	-11%	1%	-2	0%	6%	64%[activator]	24
COc1cc(OC)cc(-c2cc(N)n(S(=O)(=O)Cc3ccccc3)n2)c1	-3%	-31%	-6	·	12%	8.3µM*	-7
CCN(CC)S(=O)(=O)c1cc(C(=O)O)c(Cl)cc1Cl	5%	-14%	-2	·	2%	27%	-6
O=C(/C=C/c1cccc(F)c1)N1CCc2ccccc21	1%	-12%	65*	223%[activator]	-16%	0%	102*
COc1ccc(NC(=O)C2CCN(S(=O)(=O)c3c(C)noc3/C=C/N(C)C)CC2)cc1	1%	-27%	-2	?	3%	-26%	17
Fc1ccc(-c2cc(C(F)(F)F)nc(-n3cncn3)n2)cc1	-4%	-16%	9	13%	-6%	54%[activator]	25
COc1ccccc1C1CCN(Cc2cccc3ccccc23)CC1	-11%	-11%	1	·	1%	?	-5
CC(=O)N1CCOc2ccc(S(=O)(=O)N3CCC(C)CC3)cc21	8%	15%	-3	19%	0%	54%[activator]	-1
CCN(CC(=O)Nc1ccccc1C(F)(F)F)C(=O)c1oc2c(Cl)cccc2c1C	-5%	44%	·	?	·	?	·
O=C1N(Cc2cccc(Cl)c2)C[C@@H]2C[C@@H](c3cccn3-c3nccs3)N3CCC[C@@]123	-7%	78%[activator]	-3	?	6%	?	-5

Limited to Pf growth 48h, TbPYK inhibitor and LmPK inhibitor (four entries from above):
| Structure | Pf growth 48h | TbPYK inhibitor | LmPK inhibitor |
| --- | --- | --- | --- |
| O=C(CSc1ncnc2ccccc12)Nc1cccc(S(=O)(=O)N2CCCC2)c1 | 0% | -3% | 1% |
| COc1ccccc1C1CCN(Cc2cccc3ccccc23)CC1 | · | -11% | 1% |
| COc1cc(OC)cc(-c2cc(N)n(S(=O)(=O)Cc3ccccc3)n2)c1 | · | -3% | 12% |
| COCCn1c(Cc2cccn2C)nnc1SCC(=O)Nc1nccs1 | -4% | -7% | -6% |

Next part
SMILES	TbPYK inhibitor	AmpC no deterg	CHX counter	Pf growth 48h	LmPK inhibitor	Pf growth 96h	Shiga inhibitor
Cc1ccc(Cn2c([N+](=O)[O-])cnc2C)cc1	3%	-28%	13	-5%	-3%	10%	-12
O=[N+]([O-])c1ccc(O)c2cccnc12	-5%	-20%	11	2%	0%	47%[5.75 µM]	-9
O=C(Nc1ccccc1Cl)c1cc2ccccc2o/c1=N\O	-5%	-26%	41*	90%[activator]	1%	-28%	123*
O=C(Nc1ccc(S(=O)(=O)N2CCc3ccccc32)cc1)c1ccco1	1%	-24%	1	?	8%	?	-17
COc1ccc(N/C=C2/CCCCC2=O)cc1	-4%	26%	78*	47%[activator]	-14%	?	129*
O=C(COC(=O)CCc1c[nH]c(=O)[nH]1)Nc1ccccc1	6%	-8%	9	?	-6%	-4%	-13
C#CCOCCOCCOCCNc1nc(N2CCOCC2)nc(N2CCN(C(=O)Cn3cc(CCCN=C(N)N)nn3)CC2)n1	-1%	-20%	-4	-3%	1%	?	-11
CCC(CC)C(=O)NCCc1cc2ccc(OC)cc2[nH]c1=O	0%	-12%	-3	29%	0%	·	-22
O=C(CSC1=NC(=O)C(c2ccccc2)C(=O)N1)Nc1ccccc1Cl (stereo not given)	1%	-12%	6	8%	-5%	·	-16
CCOC(=O)C1CCCN(C(=O)c2cn(C)c3ccc(S(=O)(=O)N(C)C)cc3c2=O)C1 (stereo not given)	-4%	0%	-4	·	8%	0.93µM*	-3
CCN(CC(=O)Nc1ccc(NC(C)=O)cc1)C(=O)c1cccnc1Sc1ccc(C)c(C)c1	-5%	49%	·	?	·	1%	·
Cc1nn(-c2ccccn2)c2c1C(=O)CC(C)(C)C2Br (stereo not given)	-8%	49%	2	15µM*	1%	?	4
CCn1c(CS(=O)Cc2ccc(Cl)cc2Cl)nnc1SCc1c(Cl)cccc1Cl (stereo not given)	-18%	?	-4	?	1%	2%	-2
Cc1c(Br)c([N+](=O)[O-])nn1C(C)C(=O)NCC1CCCO1 (stereo not given)	2%	-2%	-1	9%	0%	?	-21
CN(CC(=O)N1CCc2ccccc21)S(=O)(=O)c1cccc2cccnc12	0%	-14%	-1	·	0%	?	-9
c1ccc2c(NC3=NCCS3)cccc2c1	-1%	-24%	7	-4%	0%	11%	31
O=C(COc1coc(CN2CCc3ccccc3C2)cc1=O)Nc1ccc(Cl)cc1	7%	-12%	·	?	·	33%[activator]	·
COc1ccc2oc(C(=O)N3CCCc4ccccc43)c(C)c2c1	-5%	0%	·	?	·	0%	·
Cc1c(NS(=O)(=O)c2cc(C(=O)O)ccc2Cl)c(=O)n(-c2ccccc2)n1C	-11%	162%[activator]	3	7%	-5%	18%	-5
CCOc1ccccc1NC(=O)COC(=O)C(CC(C)C)N1C(=O)C2CC=CCC2C1=O (stereo not given)	-5%	40%	-8	-1%	1%	-28%	-12
CC(C)Cc1csc(NC(=O)c2ccc(Cl)cc2)c1C(=O)O	-12%	-17%	-2	-1%	-2%	-14%	-6
